# PMI inhibitors – MPI enzyme activity inhibition – biochemical, fluorescence intensity, coupled assay, primary screen (AID 1209) | purified PMI enzyme, coupled fluorescence intensity; higher % means a stronger effect | one-dose inhibition, % at 20 µM; IC50 in µM for titrated hits | 0.42% of 190,000 active;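 further: plate controls were DMSO vehicle for no effect and wells lacking substrate for full effect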
# CSM14.1 death rescue – protection against thapsigargin-triggered cell killing – 384-well, CSM14.1, ATP luminescence, primary screen (AID 1222); CSM14.1 thapsigargin-induced death rescue, ATP luminescence; higher % means a stronger effect; 190,000 tested, under 10 active; one-dose cellular ATP content (survival), % at 20 µM; EC50 in µM for titrated hits;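 active means EC50 below 50 µM in the dose-response confirmation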;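 further: death triggered by thapsigargin at about 15 µM added after 2 h compound pretreatment; cell ATP read after overnight thapsigargin exposure of roughly 18 to 22 hours; normalized against plate controls of thapsigargin alone and 5% DMSO vehicle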
# M17LAP inhibition – P. falciparum M17LAP inhibitors, primary screen, biochemical, fluorogenic H-Leu-NHMec substrate, 1536-well (AID 1619) | recombinant M17LAP, H-Leu-NHMec fluorogenic kinetic assay; higher % means a stronger effect | inhibition, % at 30 µM; hits with a dose series show IC50 in µM | 0.38% of 220,000 active;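 active means compound inhibiting the enzyme by more than half at any dose during confirmatory dose-response retesting; inconclusive means strong single-dose inhibitors picked by rank but not retested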;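 further: plate controls were full reaction with DMSO carrier for no effect and no enzyme background for full effect; strong numbers were not always called active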
# PMI inhibition – human PMI inhibitors, high substrate, primary screen, biochemical, fluorescence intensity, high mannose 6-phosphate (AID 1220) | inhibition, % at 20 µM; hits with a dose series show IC50 in µM | recombinant PMI enzyme, coupled fluorescence intensity; higher % means a stronger effect | 0.66% of 190,000 active
# XIAP displacement – XIAP antagonists, biochemical, IAP family, fluorescence polarization (AID 1018). XIAP BIR domain, fluorescence polarization peptide displacement; higher % means a stronger effect. one-dose displacement, % at 20 µM; IC50 in µM for titrated hits. 0.007% of 200,000 active; in the data active means displacement above about 50%; further: a part of the inactive calls stands beside numbers as strong as those of hits
# LYP inhibition – PTPN22 lymphoid phosphatase activity blockers – biochemical, fluorescence intensity, uHTS (AID 1779). recombinant LYP phosphatase, fluorescence intensity; higher % means a stronger effect. one-dose inhibition, % at 11.5 µM; IC50 in µM for titrated hits. 0.054% of 290,000 active;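 further: plate controls were vehicle with enzyme for no effect and no enzyme for full effect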
# TNAP activators – stimulation of alkaline phosphatase TNAP activity – biochemical, luminescent, no phosphate acceptor, uHTS, primary screen (AID 1001); purified TNAP, luminescent activation assay, no phosphate acceptor; higher activation fold means a stronger effect; activation fold at 20 µM, or EC50 in µM where a hit was titrated; 0.03% of 200,000 active; in the data active means activation fold from about 3, or a potency from the dose series; inactive means the rest, 99 in 100 with activation fold below about 1.6; further: many of its hits are not listed in these tables
# Myeloid diff MLP – compounds promoting myeloid differentiation | ER-HoxA9 myeloid progenitors, lysozyme-GFP differentiation, flow cytometry | calls only at 10 µM | 1% of 360,000 active | AID 624256;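 active means normalized GFP-positive differentiation at or above the plate's own cutoff, the solvent-only control mean plus 3 SD; inconclusive means no clear call, values can overlap the other calls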;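 further: cells exposed to compound for four days before flow analysis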
# P. falciparum M1AAP – P. falciparum M1AAP inhibitors, biochemical, fluorogenic H-Leu-NHMec substrate, 1536-well (AID 1445) | recombinant M1AAP, H-Leu-NHMec fluorogenic kinetic assay; higher % means a stronger effect | inhibition, % at 30 µM, or IC50 in µM where a hit was titrated | 0.42% of 220,000 active;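 active means primary inhibition above the hit cutoff, then over 50% inhibition at one or more dose response concentrations, cut at about 23% in these data, passing the limit was not always enough; inconclusive means conflicting primary data, or primary hits not chosen for dose response; inactive means low primary inhibition, or under 50% at every dose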;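 further: plate controls were DMSO full reaction for no effect and no enzyme background for full effect; strong numbers were not always called active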
# Myeloid diff MLP GFP+ MAC1+ % – also measured in Myeloid diff MLP; calls as there; GFP+ MAC1+ double positive, %; measured here: differentiation confirmed by MAC1 staining
# Numbers without * were called inactive; i = inactive; u = inconclusive; x = no result given. Unless noted, no stated cut-off is given here; in the data, active means inhibition above about 50%; inactive means the rest.
SMILES,PMI inhibitors,CSM14.1 death rescue,M17LAP inhibition,PMI inhibition,XIAP displacement,LYP inhibition,TNAP activators,Myeloid diff MLP,Myeloid diff MLP GFP+ MAC1+ %,P. falciparum M1AAP
CN=C(Nc1cccc(OC)c1)SC1CC(=O)N(c2ccc(C(=O)O)cc2)C1=O (stereo not drawn),9.9%,-1.3%,-4.4%,8.7%,-5.0%,-5.6%,1.1,i,0.0,2.3%
COc1ccccc1NC(=S)N(Cc1ccco1)Cc1cc2cc(C)cc(C)c2[nH]c1=O,24.0%,-0.5%,-2.5%,19.8%,-6.8%,6.4%,0.9,i,4.6,4.5%
COC(=O)c1cn(NC(=O)Cn2nc([N+](=O)[O-])c(Br)c2C)c(=O)c2ccccc12,-3.0%,0.4%,-1.0%,0.7%,-4.6%,-0.6%,1.2,i,0.7,-3.0%
COC(=O)C1C(O)C(C)C(O)C(C)(O)/C=C\C=C(/C)C(=O)Nc2c(C)c(OC(C)=O)c3c(c2O)C(=O)C(C)=C2OCOC(=C23)/C(C)=C/C(C)(O)C(O)C(C)C1O (stereo not drawn),x,x,31.5%,x,x,-3.6%,x,i,0.3,7.8%
CC(=O)Nc1ccc(C(=O)OCc2ccccc2Cl)cc1,14.1%,-0.9%,-3.0%,-3.8%,-3.9%,-8.1%,1,i,0.2,-3.5%
CCCCNC(=O)COC(=O)c1ccc(Cl)c(S(N)(=O)=O)c1,-6.6%,-2.4%,5.0%,-14.0%,-6.2%,-2.1%,1,i,0.6,8.4%
CCc1ccc(NC(=O)CC2C(=O)NCCN2C(=S)Nc2ccccc2)cc1 (stereo not drawn),-4.3%,-1.6%,2.6%,-6.1%,-5.3%,-9.6%,1,i,0.7,0.2%
NC(=S)N/N=C/c1ccc(-c2ccccc2)o1,-9.2%,x,20.9%,-4.6%,-5.5%,-0.4%,1.1,i,0.1,8.6%
Cn1c(NN)nc2sc3c(c2c1=O)CC(C)(C)OC3,12.3%,-3.2%,17.6%,17.9%,-0.4%,-7.7%,0.9,i,6.7,4.9%
CN(Cc1nc2ccccc2c(=O)[nH]1)Cc1nc2ccsc2c(=O)[nH]1,13.4%,-1.4%,3.8%,29.1%,-4.6%,0.4%,2.3,i,0.2,-21.1%
Cc1ccc(OS(=O)(=O)c2ccc(-c3csc(C)n3)s2)c(C)c1,x,x,-1.7%,x,x,3.6%,x,i,2.6,1.8%
CN1CCCCc2c1[nH]c1ccccc1c2=O,-2.0%,-2.4%,1.1%,-4.4%,-1.4%,-5.6%,1.1,i,0.9,-1.8%
Cc1cc(=O)oc2cc(Nc3ccccc3)ccc12,4.1%,-2.9%,4.1%,-1.2%,-5.6%,-4.2%,1.1,i,0.6,9.9%
N#C/C(=C\c1cccs1)C(=O)c1ccccc1,x,x,7.8%,x,x,-2.0%,x,i,0.7,9.2%
CN1CCN(C(=O)c2ccc(N(Cc3ccccc3Cl)S(C)(=O)=O)cc2)CC1,4.1%,1.7%,6.5%,3.0%,-0.7%,-3.6%,1,i,1.4,1.9%
C[C@H](NC(=O)c1nc[nH]c1C(=O)N1CCN(c2ccccc2)CC1)C(=O)OC(C)(C)C,x,x,4.8%,x,x,-7.7%,x,i,1.3,0.1%
CCOC(=O)C1=C(N)Oc2cc(C)n(CCc3ccc(OC)c(OC)c3)c(=O)c2C1c1cccnc1 (stereo not drawn),1.4%,17.7%,-0.8%,-0.2%,-9.1%,-9.2%,1.1,i,1.3,0.7%
CCCCCCCCCn1c2c(c(=N)c3c1CCC3)CCC2,-3.8%,1.6%,3.7%,-2.5%,-5.0%,-12.1%,1.1,x,x,2.1%
COc1ccc(CN2CCN(C(=O)c3cccs3)CC2)c(OC)c1OC,7.4%,-0.6%,20.2%,0.2%,-6.2%,-8.5%,1.1,i,0.7,16.1%
CCOc1ccc(CCNC(=O)Cn2c(=O)oc3ccccc32)cc1OCC,5.7%,-0.5%,13.5%,5.3%,-4.5%,-4.0%,1.1,i,4.5,6.5%
Cc1c(C(=O)NCc2cccnc2)oc2c1C(=O)CC(C)(C)C2,2.9%,-0.7%,3.3%,0.7%,-0.2%,0.6%,1.2,i,1.1,6.8%
Cn1cc(C(=O)Nc2ccc(F)c(F)c2)cn1,4.1%,3.8%,-3.5%,-1.5%,-7.7%,-6.5%,1.1,i,0.5,-3.9%
Cc1ccc2c(c1)C(SCC(=O)NCCc1ccccc1)CC1(CCCC1)O2 (stereo not drawn),1.4%,-1.5%,5.3%,4.9%,-6.0%,7.5%,1.1,i,1.9,3.5%
CCN1CCN(C(=O)c2cc3c(s2)-c2ccccc2S(=O)(=O)C3)CC1,12.1%,x,11.1%,10.6%,-1.9%,1.3%,1.1,i,2.3,9.2%
CC(C)(C)c1ccc(C(=O)NNc2ncccc2-n2cccc2)cc1,x,x,0.0%,x,x,-0.6%,x,i,1.0,2.4%

# Next part; it opens with the 2 that closed the last part.
SMILES,PMI inhibitors,CSM14.1 death rescue,M17LAP inhibition,PMI inhibition,XIAP displacement,LYP inhibition,TNAP activators,Myeloid diff MLP,Myeloid diff MLP GFP+ MAC1+ %,P. falciparum M1AAP
CCN1CCN(C(=O)c2cc3c(s2)-c2ccccc2S(=O)(=O)C3)CC1,12.1%,x,11.1%,10.6%,-1.9%,1.3%,1.1,i,2.3,9.2%
CC(C)(C)c1ccc(C(=O)NNc2ncccc2-n2cccc2)cc1,x,x,0.0%,x,x,-0.6%,x,i,1.0,2.4%
O=C(CNc1ccc(Cl)cc1)c1ccc(Br)cc1,-9.8%,-1.1%,1.3%,-9.5%,-2.9%,-1.3%,1,i,0.3,8.8%
CCn1cc([N+](=O)[O-])c(C(=O)N2N=C(c3ccccc3)CC2c2ccc([N+](=O)[O-])cc2)n1 (stereo not drawn),2.9%,0.0%,-6.9%,14.7%,-2.6%,-7.0%,0.9,i,0.2,-5.1%
Cn1c2c(c(=O)n(C)c1=O)CN(Cc1ccco1)CN2,9.2%,1.1%,14.0%,12.1%,-2.3%,-12.2%,1.1,i,1.4,-1.1%
COc1ccccc1C(=O)OCc1nc(N)nc(Nc2ccccc2C)n1,13.7%,0.6%,0.8%,7.7%,-10.3%,-3.2%,1.1,i,0.5,-0.4%
CCCCC(=O)N/N=C/c1ccc(N2CCOCC2)c([N+](=O)[O-])c1,-5.2%,-0.8%,42.0%,-7.6%,-9.4%,6.1%,1,i,0.4,9.6%
Cc1cccc(N2CCN(S(=O)(=O)c3ccc4c(c3)CCN4C(=O)CCC(=O)O)CC2)c1C,11.6%,2.4%,20.5%,8.1%,-14.5%,-0.7%,1.1,i,0.6,3.9%
Cc1cccc(/C=N/NC(=O)C2CCCNC2=O)c1 (stereo not drawn),-0.9%,-1.3%,18.5%,10.8%,-7.6%,-1.9%,1,i,0.2,8.9%
O=C(Cc1ccccc1)Nc1c(C(=O)N2CCOCC2)cnn1-c1ccccc1,-1.0%,-1.9%,12.5%,-4.5%,1.4%,-2.4%,1.1,i,3.6,9.4%
COc1ccc(/C=N/OCC(=O)Nc2nc3ccccc3s2)cc1,3.2%,-3.5%,11.4%,7.8%,-2.5%,-6.6%,1,i,0.4,8.9%
Cc1ccccc1CSc1nnc(-c2ccccn2)n1C,x,x,2.1%,x,x,0.9%,x,i,0.5,8.9%
Cc1cc(NC(=O)Cn2nnc3sc4c(c3c2=O)CCCC4)no1,-0.5%,-0.6%,-11.0%,-1.7%,-5.1%,-5.9%,1.2,i,1.2,15.4%
C=CC[C@H]1CC(Cc2ccccc2)=C[C@H](CC=C)N1,-19.1%,1.0%,-0.1%,-8.0%,-4.8%,-5.4%,1,i,0.5,3.2%
CC(=O)NNc1cc(C)nc(N)n1,x,x,-4.8%,x,x,-8.5%,x,i,0.1,-3.3%
CCSc1nnc(NC(=O)CSc2nc3c(c(=O)n2CCOC)SC(C)C3)s1 (stereo not drawn),x,x,7.5%,x,x,1.8%,x,i,1.7,2.8%
O=C(CCN1C(=O)c2ccncc2C1=O)Nc1ccc(F)cc1,10.9%,-1.7%,-5.2%,3.1%,-5.9%,-8.0%,1.1,i,0.8,-0.4%
CCOc1cc2c3c(c1)C(C)=CC(C)(C)N3C(=O)C2=O,16.5%,-1.0%,20.3%,23.9%,13.3%,-1.0%,1,i,0.0,3.7%
O=C(c1ccc(Cl)cc1)c1cc([N+](=O)[O-])ccc1N1CCOCC1,9.3%,-2.0%,12.1%,13.1%,1.1%,-2.3%,1,u,x,10.5%
O=C1C(Cl)=C(Nc2ccccc2O)C(=O)N1c1ccccc1,2.7%,-3.3%,17.1%,16.5%,-0.7%,-2.5%,1.1,i,1.4,1.3%
CCCc1nc(N)sc1C(=O)OCC,8.1%,0.1%,6.6%,5.6%,-4.7%,-7.0%,1.1,i,1.1,-0.8%
CC(C)C(=O)Nc1ccccc1N1CCN(S(C)(=O)=O)CC1,6.7%,-1.5%,0.5%,6.6%,-5.3%,-11.0%,1.1,i,1.1,10.5%
CC(C)n1cnc2cc(NCc3ccccn3)ccc21,18.9%,-1.9%,2.5%,18.7%,-21.3%,-7.0%,1,i,0.6,5.2%
COc1ccc(-c2c3c(=O)n(C)c(=O)n(C)c3cn2-c2ccc(O)cc2)cc1,x,x,12.9%,x,x,-8.1%,x,i,0.6,4.6%
O=C(CC1(O)C(=O)N(Cc2ccccc2)c2ccccc21)c1ccncc1 (stereo not drawn),7.7%,-4.4%,-4.0%,7.2%,-5.7%,-6.0%,1,u,x,12.5%
CCN(CC)CCOC(=O)c1c(C)oc2ccc(O)cc12,81.6%*,x,19.9%,8.6%,-1.1%,-1.5%,1.1,i,0.6,-0.7%
CCC(=O)N1N=C(c2ccc(Cl)cc2)CC1c1ccco1 (stereo not drawn),x,x,2.2%,x,x,-1.7%,x,i,0.1,3.2%

# Additional results.
SMILES,PMI inhibitors,CSM14.1 death rescue,M17LAP inhibition,PMI inhibition,XIAP displacement,LYP inhibition,TNAP activators,Myeloid diff MLP,Myeloid diff MLP GFP+ MAC1+ %,P. falciparum M1AAP
CCOC(=O)c1cnn(-c2ccccc2)c1-n1cccc1,4.4%,-1.4%,2.7%,2.5%,-4.3%,-7.7%,1.1,i,1.0,0.9%
c1coc(-c2nc(-c3ccco3)c(-c3ccco3)nc2-c2ccco2)c1,10.5%,-1.2%,48.1%,25.0%,-0.8%,17.3%,1,x,x,u
O=C(N/N=C/c1ccccc1Cl)c1[nH]c2ccc(Br)cc2c1-c1ccccc1,19.8%,-4.2%,-4.0%,14.8%,1.8%,10.1%,1,u,x,-5.8%
C/C(CC(=O)Nc1ccc(Br)cc1)=N\NC(=O)Cc1csc(N)n1,x,x,12.6%,x,x,0.2%,x,i,0.6,3.8%
CCc1cccc(C)c1NC(=S)NCCc1c(C)[nH]c2ccc(C)cc12,13.8%,6.2%,1.2%,16.4%,-2.9%,-1.5%,1.1,i,0.9,0.2%
Cc1ccc(-c2csc(N(CCCN3CCOCC3)C(=O)c3ccco3)n2)cc1,-3.3%,-0.1%,-2.6%,-6.9%,-4.9%,-5.0%,1.1,i,9.2,7.9%

# Bioassay records: PubChem, several laboratories
